NR5A2 inv ag – LRH-1 (NR5A2) inverse agonists, primary screen, cell-based, luminescence, HEK293T, StAR-luciferase reporter. Nuclear receptor subfamily 5 group A member 2 (Homo sapiens), O00482. LRH-1 transfected, 24 h. inhibition, % at 3.6 µM. actives 0.13% (n = 360,000). AID 602396, 2012;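 active means inhibition above the mean inhibition of all tested compounds plus 3 SD, cut at about 73% in these data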;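 further: 0% = DMSO wells and 100% = reporter-only cells lacking LRH-1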
C8 TRAIL sens – viability loss with TRAIL in NB7+C8 cells, primary screen, TRAIL sensitizer project, cell-based, ATPlite luminescence | inhibition (viability loss, TRAIL sensitization), % at 10 µM | actives 1% (n = 360,000) | AID 624354, 2012;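 active means compounds causing at least 50% loss of cell viability in the single-dose screen, relative to plate controls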
NCOA2 inhibitor – inhibition of GAL4-SRC2 driven luciferase reporter, primary screen, SRC2 inhibitor project, cell-based, luminescence; Nuclear receptor coactivator 2 (Homo sapiens), Q15596; HEK293 GAL4-SRC2 luciferase reporter; inhibition, % at 9 µM; actives 0.17% (n = 370,000); AID 651957, 2012;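 active means inhibition above the mean inhibition of all tested compounds plus 3 SD, set per campaign, cut at about 52% in these data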;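 further: 0% = DMSO treated cells and 100% = cells given Gossypol at 36 µM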
Target sequence (Q15596 whole entry, looked up, the tested form may be a part): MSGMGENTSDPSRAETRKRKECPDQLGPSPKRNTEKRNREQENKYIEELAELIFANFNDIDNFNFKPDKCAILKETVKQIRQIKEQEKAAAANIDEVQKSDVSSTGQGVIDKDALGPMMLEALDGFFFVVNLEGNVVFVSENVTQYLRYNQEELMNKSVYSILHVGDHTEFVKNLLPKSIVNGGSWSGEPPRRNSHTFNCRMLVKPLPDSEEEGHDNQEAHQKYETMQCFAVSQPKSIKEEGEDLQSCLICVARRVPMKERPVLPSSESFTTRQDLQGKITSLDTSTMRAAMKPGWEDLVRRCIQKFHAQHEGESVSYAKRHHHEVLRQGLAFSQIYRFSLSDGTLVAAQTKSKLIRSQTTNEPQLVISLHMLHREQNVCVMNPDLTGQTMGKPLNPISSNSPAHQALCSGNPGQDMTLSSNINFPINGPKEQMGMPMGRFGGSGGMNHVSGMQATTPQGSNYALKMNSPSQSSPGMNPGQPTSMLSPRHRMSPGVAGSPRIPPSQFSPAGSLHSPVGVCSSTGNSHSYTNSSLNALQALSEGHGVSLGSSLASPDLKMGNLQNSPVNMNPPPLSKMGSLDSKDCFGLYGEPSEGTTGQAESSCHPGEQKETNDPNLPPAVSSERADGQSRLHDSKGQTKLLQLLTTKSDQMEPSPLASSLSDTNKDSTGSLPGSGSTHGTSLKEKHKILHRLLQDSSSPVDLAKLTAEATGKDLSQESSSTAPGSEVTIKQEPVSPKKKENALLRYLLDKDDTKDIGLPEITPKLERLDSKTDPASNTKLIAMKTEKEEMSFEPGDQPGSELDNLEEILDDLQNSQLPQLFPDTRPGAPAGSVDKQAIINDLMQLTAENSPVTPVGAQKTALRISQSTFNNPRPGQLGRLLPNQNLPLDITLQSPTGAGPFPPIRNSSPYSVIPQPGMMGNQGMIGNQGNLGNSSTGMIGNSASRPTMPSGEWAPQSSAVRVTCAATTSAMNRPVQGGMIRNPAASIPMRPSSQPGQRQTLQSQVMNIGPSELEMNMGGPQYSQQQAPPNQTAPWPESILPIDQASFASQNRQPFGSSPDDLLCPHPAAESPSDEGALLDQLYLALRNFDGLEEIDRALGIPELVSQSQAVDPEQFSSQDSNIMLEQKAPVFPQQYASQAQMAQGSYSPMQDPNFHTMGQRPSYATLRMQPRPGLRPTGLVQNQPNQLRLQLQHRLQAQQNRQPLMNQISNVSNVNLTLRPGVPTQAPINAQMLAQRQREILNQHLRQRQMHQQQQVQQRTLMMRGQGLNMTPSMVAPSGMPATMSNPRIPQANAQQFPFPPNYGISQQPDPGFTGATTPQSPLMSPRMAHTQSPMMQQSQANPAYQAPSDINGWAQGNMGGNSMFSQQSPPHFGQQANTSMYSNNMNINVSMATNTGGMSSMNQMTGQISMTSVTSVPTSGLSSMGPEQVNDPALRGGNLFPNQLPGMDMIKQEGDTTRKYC
KKLEB tox – cytotoxicity in KKLEB CF airway cells, primary screen, cytotoxicity control for CF NF-kB inhibitor project, cell-based, uHTS, fluorescence assay plates; KKLEB CF airway cells viability, ATPlite luminescence, overnight; stronger effect = lower value; cells stimulated with P. aeruginosa culture filtrate; activity change (cytotoxicity), % at 5 µM; actives 0.36% (n = 360,000); AID 602141, 2011;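 active means corrected activity change at or below -50% at 5 µM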
SRC1 inh – SRC1 coactivator transcriptional activity inhibitors, primary screen, cell-based, luminescence; Nuclear receptor coactivator 1 (Homo sapiens), Q15788; actives 0.12% (n = 360,000); inhibition, % at 3.6 µM; HEK293 GAL4-SRC1 luciferase reporter;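 active means inhibition above the campaign mean plus 3 SD, with each screening campaign given its own cutoff, cut at about 60% in these data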;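 further: 0% = DMSO treated cells and 100% = gossypol at 36 µM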
CF NFkB block – inhibitors of PAF-induced NF-kB signaling, primary screen, cell-based, GFP fluorescence, uHTS. KKLEB NF-kB-GFP reporter, GFP fluorescence overnight. inhibition, % at 5 µM. actives 0.86% (n = 360,000). AID 588850, 2011;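 active means at least 50% inhibition at 5 µM, scaled per plate between neutral and stimulator controls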;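 further: PAF is a Pseudomonas aeruginosa culture filtrate used as stimulus; plate controls were PAF-stimulated DMSO wells for no effect and unstimulated DMSO wells for full effect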
COUP-TFII inh – NR2F2 transcriptional activity inhibitors, primary screen, cell-based, luciferase reporter, HEK293T, luminescence; HEK293T NGFI-A luciferase reporter; actives 0.7% (n = 370,000); inhibition, % at 8.6 µM; COUP transcription factor 2 (Homo sapiens), P24468;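 active means inhibition above a per-plate cutoff, mean inhibition of test wells between control levels plus 3 SD, cut at about 38% in these data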;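 further: cells cotransfected with COUP-TFII expression vector driving the NGFI-A reporter; 0% = median of COUP-TF2 test wells and 100% = reporter-only cells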
NCOA3 inh – SRC3 coactivator transcriptional activity inhibitors, primary screen, cell-based, luminescence; AID 588352, 2011; HEK293 GAL4-SRC3 luciferase reporter; inhibition, % at 3.6 µM; actives 0.17% (n = 360,000);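 active means inhibition above a per-campaign cutoff, the mean of all compounds plus 3 SD, cut at about 60% in these data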;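 further: 0% = DMSO-treated cells and 100% = gossypol-treated cells at 36 µM; higher means less SRC3-driven luciferase light from the GAL4 reporter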
EBV LMP1 NFkB – EBV LMP1-driven NF-kappaB luciferase reporter inhibitors, primary screen, cell-based, luminescence, single point | LMP1-induced NF-kappaB luciferase reporter cells | actives 0.69% (n = 350,000) | AID 504558, 2011 | inhibition, % at 12.5 µM; in the data active means inhibition above about 41%;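 further: 0% = neutral control wells and 100% = reference inhibitor control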
TROY signal inh – inhibitors of TROY-driven NF-kB signaling, primary screen, Q293 LMP1-TROYcd cells, NF-kB luciferase, uHTS. Q293 LMP1-TROYcd NF-kB luciferase reporter, 4 h. inhibition, % at 10 µM. actives 0.98% (n = 360,000). AID 1347056, 2019;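 active means compounds whose plate-normalised and pattern-corrected inhibition of the luciferase reporter signal at the single screening dose is 50% or more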
TWEAK-Fn14 inh – inhibitors of TWEAK-Fn14 signaling, primary screen, luciferase reporter cells, uHTS; TWEAK-stimulated Fn14 reporter cells, luciferase luminescence, 8 h; inhibition, % at 10 µM; actives 2% (n = 360,000); in the data active means inhibition above about 50%
Active calls of the source: *; nt = no result given.

Molecule	NR5A2 inv ag	C8 TRAIL sens	NCOA2 inhibitor	KKLEB tox	SRC1 inh	CF NFkB block	COUP-TFII inh	NCOA3 inh	EBV LMP1 NFkB	TROY signal inh	TWEAK-Fn14 inh
CC(C)(C)c1cc(C(=O)NC2CC2)n(Cc2ccc(F)cc2)n1	-2	-1	4	1	6	3	5	1	6	-5	3
N#C/C(=C\Nc1ccc2cn[nH]c2c1)c1nc(-c2ccc(Cl)cc2)cs1	6	9	-14	-2	-12	-7	12	7	-7	3	-9
Cc1ccc(NC(=O)CSc2nnc(NC(=O)C(C)C)s2)c(C)c1	34	3	8	10	2	-5	25	-1	63*	-7	0
C=CCOC(=O)C1=C(C)NC(=O)NC1/C=C/c1ccccc1 (configuration not stated)	21	-4	-51	-5	1	4	-4	-7	-1	3	-10
COCCCNC(=O)c1cccc2c(-c3ccnn3C)coc12	5	-10	-12	0	9	-9	-15	-14	nt	-12	6
COc1cccc(NC(=O)C2CCCN(S(=O)(=O)c3cccc4nonc34)C2)c1 (configuration not stated)	8	-3	-18	1	10	2	-10	9	1	29	7
O=C(CC1CC2CCC1C2)N1CCN(S(=O)(=O)c2ccccc2C(F)(F)F)CC1 (configuration not stated)	9	13	4	4	-25	11	14	19	3	6	-1
CCOC(=O)c1oc2cccc(OCC(O)CNC(C)C)c2c1C (configuration not stated)	-2	35	-13	3	-44	-3	-20	3	-3	-8	-5
O=C(Nc1ccc(OC(F)(F)F)cc1)C1=NCCN1	-12	33	-41	-2	-25	14	9	-15	-5	-43	-17
Cc1ccc(Oc2nc3ccccn3c(=O)c2/C=C(\C#N)C(=O)NC2CCS(=O)(=O)C2)c(C)c1 (configuration not stated)	8	12	5	8	13	-13	17	10	2	3	-16
N#Cc1c(-c2ccco2)cc(-c2ccccc2)[nH]c1=O	9	6	6	2	17	2	12	14	-12	-5	-20
COc1ccc(OC)c(C(=O)CSc2nccc(-c3ccc(Br)cc3)n2)c1	11	7	0	-13	2	-7	4	14	-1	-4	-3
Brc1ccc2c(c1)[C@H]1OCC[C@H]1[C@@H](c1cccs1)N2	22	-2	16	7	-19	-6	10	4	-6	-25	-2
O=C(OCc1ccccc1)N1Cc2ccnnc2CC1c1ccccc1Br (configuration not stated)	0	9	-30	3	8	-22	16	-3	nt	2	3
O=C(COC(=O)COc1cccc(C(F)(F)F)c1)NC(=O)NC1CCCCC1	8	6	-21	0	2	-21	-1	-1	5	1	-5
COc1cc(C(=O)Nc2ccccc2SCc2cc(=O)n3nc(C)sc3n2)cc(OC)c1OC	4	3	15	-2	-12	-2	3	-7	4	8	1
COc1ccc(-c2nnc(SCC(=O)NNC(=O)c3ccc(C)cc3)o2)cc1	0	-9	16	8	10	4	1	17	0	12	6
CSc1ccccc1C(=O)N1CCN(S(=O)(=O)c2sc(C(=O)O)c(C)c2C(=O)O)CC1	-3	-5	5	5	-9	1	-12	24	1	-11	2
CCc1cc2c(=O)c(-c3nc4ccccc4n3C)c(C)oc2c(CN2CCCCC2)c1O	17	2	-3	-9	2	-1	-2	14	2	3	-25
CCCc1[nH]nc2c1C(Cc1ccccc1)C(C#N)=C(N)O2 (configuration not stated)	2	-17	33	9	4	0	14	4	0	0	13

(continued)
Molecule	NR5A2 inv ag	C8 TRAIL sens	NCOA2 inhibitor	KKLEB tox	SRC1 inh	CF NFkB block	COUP-TFII inh	NCOA3 inh	EBV LMP1 NFkB	TROY signal inh	TWEAK-Fn14 inh
COc1ccc(S(=O)(=O)Cc2ccc(C(=O)NCCc3ccc(S(N)(=O)=O)cc3)o2)cc1	-8	-17	-12	6	-16	7	-1	0	-1	4	4
Cc1oc2c(CN3CCCCC3C)c(O)ccc2c(=O)c1-c1ccc(Br)cc1 (configuration not stated)	-7	7	-1	-2	9	-9	-8	16	2	15	4
COc1ccc(-n2c(=S)[nH]c3cc(C(=O)NCc4cccnc4)ccc3c2=O)c(OC)c1	1	-3	-13	-19	-5	4	-14	-2	5	-8	18
CCSc1nc2c([nH]c3ccccc32)c(=O)n1C	11	-1	-19	-3	-2	-9	18	-7	-17	14	14
CC(C)(C)NC(=O)C(c1cccs1)N(Cc1cccs1)C(=O)c1csnn1 (configuration not stated)	7	11	-14	5	-5	-16	-1	8	0	11	3
Cc1c(C(=O)N/N=C/c2cccnc2)sc(N)c1C#N	25	21	-36	-5	-10	48	16	-6	-49	-11	39
COc1ccc(C(=O)N(C)Cc2ccccc2F)cc1S(=O)(=O)N1CCCC1	18	18	5	2	-3	7	-4	-6	4	17	-13
O=C(Nc1cccc(Cl)c1)c1ccc(F)c(S(=O)(=O)N2CCN(c3ccccn3)CC2)c1	20	32	9	8	-4	-6	4	22	12	33	59*
COc1ccc(C2C/C(=N\O)C(C)(C)O2)cc1 (configuration not stated)	2	4	-18	-13	-21	-1	3	-3	-3	-1	3
CC1CCC2(CC1)NC(=O)N(CC(=O)NCCc1ccccc1)C2=O (configuration not stated)	39	-4	-21	-6	5	-16	-7	24	-7	-7	6
CCOC(=O)c1ccc(S(=O)(=O)NNC(=O)Cc2csc(C)n2)cc1	-6	7	-17	-7	-14	-18	1	18	-2	11	16
COc1ccccc1C=Cc1ccnc2ccccc12	3	11	-19	-5	-29	45	-11	-12	6	4	23
CC(=O)N1CCC2(CC1)C(C#N)=C(N)OC1=C2C(=O)CC(C)(C)C1	-5	-6	-6	0	0	-4	-6	14	-1	-8	38
O=C(Nc1ccccc1)c1csc(-c2ccccc2)n1	-24	-2	-31	5	-24	-18	-9	-5	-9	-65	-38
Cc1ccc(C(=O)NCC(c2ccco2)N2CCOCC2)cc1 (configuration not stated)	-9	12	-24	-4	-20	9	9	5	1	0	-6
CC(C)(C)NC(=O)CSc1nc2scc(-c3ccccc3)c2c(=O)[nH]1	6	13	-17	1	5	0	12	6	-5	35	-3
C=C1C2(C(=O)Nc3ccc(SC(F)F)cc3)CCC(C2)C1(C)C (configuration not stated)	-19	21	2	2	10	-6	11	7	5	-12	8
Cc1ccc([C@H]2C[C@@H](O)[C@H](n3cc(COC(=O)c4ccccc4)nn3)CN2Cc2cccs2)cc1	-6	20	-17	-10	7	5	-2	-21	1	20	8
NC(=O)c1ccsc1NC(=O)COC(=O)CSc1ccc(Cl)cc1	-5	8	-21	10	-23	2	3	-5	-6	16	-13
O=C(CCC(=O)N(CC(=O)NC1CCCCC1)c1ccccc1F)Nc1nccs1	-11	-19	-22	-11	-5	14	8	16	3	-13	17

Next structures follow.
Molecule	NR5A2 inv ag	C8 TRAIL sens	NCOA2 inhibitor	KKLEB tox	SRC1 inh	CF NFkB block	COUP-TFII inh	NCOA3 inh	EBV LMP1 NFkB	TROY signal inh	TWEAK-Fn14 inh
O=C(Cn1nc(C(F)(F)F)c2c1CCC2)NCc1ccc(F)cc1	-9	-8	-21	-16	1	-5	7	10	1	-12	14
O=C(Cc1ccc(Br)cc1)N1CCOCC1	6	-9	-1	-2	-7	-16	-13	-7	-6	15	4
COc1ccc(C2SCC(C(=O)O)N2C(C)=O)cc1 (configuration not stated)	11	-4	-37	11	-20	-5	2	-2	-6	7	-9
CN(C(=O)Nc1ccc(Cl)cc1)c1c2c(nn1C)CCCC2	2	-8	1	-4	-1	3	0	10	-1	-1	10
Fc1ccc(Nc2ccnc(C(F)(F)F)c2)cc1	-11	-3	17	10	-7	-3	10	-1	-4	11	1
COc1cc(C(=O)NCC(=O)N/N=C/c2ccc(OC(=O)c3ccco3)cc2)cc(OC)c1OC	2	-5	-10	0	8	-1	-14	25	-1	16	2
Cc1cc([N+](=O)[O-])nn1CCCC(=O)Nc1ccc2c(c1)OCO2	-17	10	11	1	1	-7	-7	13	-5	12	-11
O=C(Cn1c(=O)c2cccn2c2cccnc21)N1CCN(c2ccc(Cl)cc2)CC1	7	-9	nt	-1	14	8	nt	14	0	19	20
Cc1cc(C)n(CCOC(=O)c2sc3ccccc3c2Cl)n1	-18	2	11	4	0	1	-7	-8	8	-12	-16
Cn1nnc2cc(C(=O)NC3CC3)ccc21	8	-6	0	4	9	-8	3	26	3	nt	29
CCN1C(=NCCOC)N[C@@H](c2ccccc2)[C@H](C(=O)OC)[C@H]1C	15	21	-10	6	10	2	-9	17	-2	-14	5
O=C(c1cccnc1Cl)N1CCOCC1	-4	1	-26	4	-23	-7	4	9	-9	-9	6
Cn1c(C(=O)NCCCN2CCCCCC2)cc2c(=O)n(C)c3ccccc3c21	-26	12	-10	12	-6	-23	-9	0	-12	-12	-4
O=C(NCc1ccncc1)Nc1cc(Cl)ccc1Cl	10	3	-13	-8	10	-1	5	0	-7	-7	-9
Cc1ccc(NC(=O)N(Cc2cc3cc(C)cc(C)c3[nH]c2=O)CC2COCCO2)cc1 (configuration not stated)	10	-24	0	7	-30	-2	14	-30	4	0	-1
CCn1c(=O)c2ccccc2n2c(SCC(=O)N3CCc4ccccc4C3)nnc12	13	-31	-12	4	4	-9	16	18	5	4	-23
Cc1nn(-c2ccccc2)c(C)c1/C=C/C(=O)OCC(=O)Nc1ncc(Cl)cc1Cl	11	-2	18	-1	0	-4	3	8	-3	14	9
CN(C(=O)COC(=O)c1ccc2c(c1)OCO2)C1CCCCC1	-52	24	-92	11	-30	-30	-33	-36	-11	-72	-15
Cc1c(C(=O)Nc2ccc3c(c2)OCCO3)cnn1C	-44	10	15	1	-13	12	21	5	31	73*	91*
C=CCNc1nc(C(=O)OCC(=O)c2cccc(Br)c2)cs1	-7	-6	-4	2	-14	0	-29	-1	0	-4	1

(continued)
Molecule	NR5A2 inv ag	C8 TRAIL sens	NCOA2 inhibitor	KKLEB tox	SRC1 inh	CF NFkB block	COUP-TFII inh	NCOA3 inh	EBV LMP1 NFkB	TROY signal inh	TWEAK-Fn14 inh
O=C(CCCOc1ccc(Cl)cc1Cl)NN1CCOCC1	1	-13	-14	4	-19	2	0	8	0	-22	3
CN(CC(=O)Nc1ccccc1Br)C(=O)CNC(=O)c1ccco1	0	9	10	0	-3	14	26	-20	0	-7	1
COC(=O)CSc1nc2cc(C)cc(C)c2cc1C#N	-19	-4	-45	6	-3	-6	-42	-19	-29	-32	-31
COc1ccccc1CNC(=O)c1cccc(C)c1[N+](=O)[O-]	4	-5	-35	10	-3	7	-2	9	4	9	-14
O=C(CSc1nc2ccccc2nc1N1CCCCC1)N1CCN(c2ccccc2)CC1	-4	0	-3	3	-1	-8	0	11	4	-4	15

Screening data from PubChem.

This is a random part of the collection. About 4.2% of those tested had a hit in this group.
